# T cell HTS = T cell immune modulation candidate; 2C CD8+ T cell-vesicle binding, flow cytometry; active compounds read low; calls only at 7 µM; actives 0.068% (n = 330,000);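 active means response, share of CD8 T cells binding vesicles, and their 90th percentile fluorescence all below set limits, cut at about 80% in these data, passing the limit was not always enough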
#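 Assay system: 2C TCR transgenic mouse naive CD8+ T cells, MACS-purified | Read-out: CD8+ gate FL2 mean fluorescence as % of same-row positive control | Signal: High-throughput flow cytometry with anti-B7-1 and anti-CD8 staining | Timing: Binding step 1.5 h, 37 °C, antibody labelling 20 min, ice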
# GPR55 activation = GPR55 agonists via beta-arrestin recruitment, primary screen, imaging, U2OS cells, beta-arrestin-GFP redistribution (AID 1961); U2OS GPR55 beta-arrestin-GFP redistribution imaging; higher % means a stronger effect; activation, % at 10 µM, or EC50 in µM where a hit was titrated; actives 0.048% (n = 290,000);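 active means activation above 40% with more than 50 cells counted in the well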;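 further: U2OS osteosarcoma cells stably expressing GPR55 and beta-arrestin-GFP; plate controls were DMSO negative control for no effect and LPI positive control for full effect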
# GPR55 antagonists = GPR55 antagonists blocking LPI-driven arrestin recruitment, primary screen, imaging, U2OS, beta-arrestin-GFP, LPI agonist (AID 2013) | U2OS GPR55 beta-arrestin-GFP translocation imaging, LPI antagonism; higher % means a stronger effect | one-dose inhibition, % at 10 µM; IC50 in µM for titrated hits | actives 0.13% (n = 290,000);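 active means spots per cell inhibited over 60%, with over 100 cells counted and total cytoplasm intensity under 500,000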;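 further: U2OS cells stably carrying GPR55 and arrestin-GFP stimulated by 5 µM LPI near EC80; imaged beta-arrestin-GFP aggregate spots per cell after agonist stimulation; plate controls were LPI-stimulated DMSO wells for no effect and DMSO wells without LPI for full effect; some results filed as inactive read as strong as hits; confirmed hits need IC50 under 10 µM and bright autofluorescent wells are also inconclusive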
# NTR1 ag = agonists of NTR1, primary screen, imaging, U2OS cells, beta-arrestin-GFP, high content (AID 493036) | P30989 | actives 0.17% (n = 330,000) | NTR1-U2OS beta-arrestin-GFP spot imaging, agonist mode | activation, % at 20 µM;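 active means activation at or above 40% of the spot to cytoplasm intensity ratio, with at least 20 cells analyzed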;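 further: 0% = DMSO without peptide and 100% = 100 nM NTR1 peptide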
# Target sequence (P30989 whole entry, looked up): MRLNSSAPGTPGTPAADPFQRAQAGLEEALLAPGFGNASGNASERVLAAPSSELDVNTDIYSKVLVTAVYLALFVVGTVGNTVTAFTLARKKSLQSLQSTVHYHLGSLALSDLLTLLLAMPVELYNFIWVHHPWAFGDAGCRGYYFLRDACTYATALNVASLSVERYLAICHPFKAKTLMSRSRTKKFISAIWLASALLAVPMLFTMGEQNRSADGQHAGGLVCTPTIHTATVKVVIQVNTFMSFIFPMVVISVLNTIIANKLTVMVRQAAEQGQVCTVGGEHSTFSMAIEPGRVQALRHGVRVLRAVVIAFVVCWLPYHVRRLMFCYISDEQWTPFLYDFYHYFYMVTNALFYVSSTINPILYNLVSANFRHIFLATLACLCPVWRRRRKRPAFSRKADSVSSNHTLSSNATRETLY
# HEK293 NOD2/NF-kB = inhibition of NOD2-driven NF-kB reporter – cell-based, luminescence, uHTS, HEK293 (AID 1566); HEK293 NOD2/NF-kB luciferase reporter, luminescence; higher % means a stronger effect; inhibition, % at 4 µM, or EC50 in µM where a hit was titrated; actives 0.63% (n = 290,000); further: many of its hits are not listed in these tables
# KOR beta-arrestin-1 = kappa opioid receptor activators – cell-based, luminescence, uHTS, primary screen (AID 1777); activation, % at 10 µM; hits with a dose series show EC50 in µM; actives 0.02% (n = 280,000); KOR beta-arrestin recruitment, luminescence; higher % means a stronger effect; in the data active means activation above about 50%, passing the limit was not always enough; further: a part of the inactive calls stands beside numbers as strong as those of hits
# NOD1 NF-kB reporter = inhibition of NOD1-driven NF-kB reporter – cell-based, luminescence, uHTS, primary screen (AID 1578). inhibition, % at 4 µM, or EC50 in µM where a hit was titrated. actives 1% (n = 290,000). NOD1-driven NF-kB luciferase reporter cells, luminescence; higher % means a stronger effect; in the data active means inhibition mostly above about 36%, no sharp cut-off; inactive means mostly below about 34%;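 further: HEK-293T reporter cells stimulated with the NOD1 agonist gamma-tri-DAP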
# KOR beta-arrestin-2 = KOR antagonists, beta-arrestin recruitment, cell-based, luminescence, uHTS (AID 1778); KOR beta-arrestin recruitment, luminescence, antagonist mode; higher % means a stronger effect; one-dose inhibition, % at 10 µM; IC50 in µM for titrated hits; actives 0.091% (n = 290,000); further: strong numbers were not always called active
# Myeloid diff MLP = compounds promoting myeloid differentiation; ER-HoxA9 myeloid progenitors, lysozyme-GFP differentiation, flow cytometry; calls only at 10 µM; actives 1% (n = 360,000);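 active means normalized GFP-positive differentiation at or above the plate's own cutoff, the solvent-only control mean plus 3 SD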;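 further: cells exposed to compound for four days before flow analysis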
# T cell HTS vesicle-bound % = second read-out of T cell HTS, no call of its own (marks repeat the call); double positive events, %; measured here: CD8+ vesicle-bound cell fraction;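 binding gate set so that unloaded-vesicle control wells show 10% double positive cells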
# NTR1 ag cell count 20 µM = second read-out of NTR1 ag, no call of its own (marks repeat the call); cell count; measured here: cell count, cytotoxicity flag
# Myeloid diff MLP GFP+ MAC1+ % = second read-out of Myeloid diff MLP, no call of its own (marks repeat the call); GFP+ MAC1+ double positive, %; measured here: differentiation confirmed by MAC1 staining
# * = called active by the depositor; i = inactive; . = not tested or not shown; + = active, no number; [ ] = dose if it differs, or a comment. Unless noted, no stated cut-off is given here; in the data, active means inhibition above about 50%; inactive means the rest. This is a subset, so the mix of outcomes need not match the whole.
SMILES,T cell HTS,T cell HTS vesicle-bound %,GPR55 activation,GPR55 antagonists,NTR1 ag,NTR1 ag cell count 20 µM,HEK293 NOD2/NF-kB,KOR beta-arrestin-1,NOD1 NF-kB reporter,KOR beta-arrestin-2,Myeloid diff MLP,Myeloid diff MLP GFP+ MAC1+ %
Cc1nn(CC(=O)Nc2c(F)cc(F)cc2Br)c(=O)c2cccn12,i,22,0.0%,-8%,-1.0,61,6%,-3.6%,-4%,-13%,i,0.8
COc1ccc(OC)c(S(=O)(=O)ON2C(=O)c3ccccc3C2=O)c1,i,22,-0.1%,-10%,2.3,74,2%,.,-13%,23%[20 µM],+,11*
CC(=C/c1ccco1)/C=N/NC(=O)c1ccncc1,i,24,-0.1%,2%,-1.1,32,18%,-1.8%,-6%,2%,i,0.8
O=C(C1=C[C@@H](c2ccc(Br)cc2)C[C@@H](OCCCCO)O1)N1CCOCC1,i,49,1.1%,7%,0.9,71,19%,-3.6%,-29%,-13%,i,2.0
O=C(C1=NNC2C(=O)N(c3ccccc3)C(=O)C12)c1nc(Cl)ccc1Cl (stereo unspecified),i,22,0.5%,-9%,2.4,53,9%,0.6%,-26%,13%,i,0.9
CC(C)c1nc(SCC(=O)Nc2ccc(C(=O)O)cc2)c2c3c(sc2n1)CCCC3,i,39,-0.2%,-2%,0.8,59,3%,-2.4%,4%,-49%,i,6.9
Cc1ccc(CCNC(=O)c2ccc3nc4ccc(Cl)cc4c(=O)n3c2)cc1,i,30,0.0%,10%,6.2,72,18%,-3.8%,-7%,-21%,i,0.7
O=C(c1cccc([N+](=O)[O-])c1)N1CCN(c2cccc(Cl)c2)CC1,i,44,-0.2%,4%,2.7,35,-4%,4.2%,-28%,20%,+,3.7*
CC(=O)NC(CCS(C)(=O)=O)C(=O)Nc1ccc(Oc2ccccc2)cc1 (stereo unspecified),i,27,0.9%,4%,1.3,49,16%,4.2%,-16%,26%,i,3.2
O=C(NCc1ccccc1)c1ccc2nc(N3CCOCC3)sc2c1,i,23,0.3%,17%,2.5,60,0%,0.7%,3%,-20%,i,0.1
CCN1CCN(C(=O)c2cn(CCOC)c(=O)c3c2c2ccccc2n3C)CC1,i,59,0.6%,12%,1.7,83,8%,-1.0%,2%,-56%,i,0.8
CCOC(=O)N1CCN(c2c(NCCc3ccc(C)cc3)c(=O)c2=O)CC1,i,45,-0.1%,8%,-3.9,55,11%,-1.5%,-9%,14%,i,2.6
COc1cccc(CNCCc2c[nH]c3ccccc23)c1OCc1ccc(F)cc1,i,26,-0.1%,35%,5.6,30,2%,-1.6%,-13%,19%,i,0.8
CCN(Cc1ccccc1)C(=O)c1ccc(NC(=O)c2ccc(OC)cc2)cc1,i,67,-0.1%,20%,0.4,65,7%,0.3%,-4%,17%,i,0.7
O=C(O)CSCC(=O)Nc1cc(C(F)(F)F)ccc1Cl,i,42,1.2%,-6%,0.4,43,8%,-5.9%,-2%,-29%,i,9.2
Cc1cnc(NC(=O)c2cc3ccccc3o2)s1,i,63,0.5%,31%,2.0,36,-102%,-1.1%,-32%,-15%,i,0.3
Cc1cc(C)nc(SCc2nnc(SCC(=O)OC3CCCCC3)o2)n1,i,13,-0.3%,-4%,-1.0,78,18%,2.4%,26%,12%,i,1.3
Cc1nc(-c2ccccc2O)n(-c2ccccc2)n1,i,45,-0.2%,6%,-0.2,42,-2%,-2.3%,0%,11%,i,0.7
Cc1ccc(NC(=O)CCS(=O)(=O)c2ccc3c(c2)NC(=O)C(C)S3)nc1 (stereo unspecified),i,26,-0.4%,5%,0.3,68,5%,4.0%,-20%,-34%,i,6.3
CC(C)(C)CC(=O)Nc1ccccc1N1CCN(c2ccccc2)CC1,i,31,-0.3%,0%,1.5,29,-20%,-4.8%,-17%,-12%,i,0.5
O=C(O)c1cc(NCc2ccc3c(c2)OCO3)ccc1N1CCOCC1,i,12,0.4%,15%,0.1,76,7%,-1.2%,5%,7%,i,2.1
O=C(CCn1c(=S)[nH]c2ccccc2c1=O)NCCSCc1ccccc1,i,40,-0.3%,4%,1.3,59,0%,-1.2%,-29%,19%,i,0.4
CCn1c(=N)n(CC(O)c2cccs2)c2ccccc21 (stereo unspecified),i,59,-0.1%,9%,-0.8,74,3%,-1.1%,-17%,12%,i,0.1
CC(=O)Nc1nnc(SCC(=O)NC2CC2)s1,i,7,0.2%,2%,-1.6,45,-4%,3.6%,-13%,-32%,i,0.1
COc1ccc(-n2ncc3c2CC(C)(C)CC3NC(=O)c2cnc(C)cn2)cc1 (stereo unspecified),i,13,0.2%,18%,-0.5,60,34%,-2.4%,-14%,-36%,i,3.3
CCC(C)NC(=O)N[C@@H](CCSC)C(=O)OC (stereo partly specified),i,6,0.2%,-7%,0.7,78,-11%,2.2%,2%,-4%,i,7.0
O=C(c1ccc(CN2CCOCC2)cc1)N1CCC(Cc2ccccc2)CC1,i,37,-0.3%,14%,-0.3,78,2%,-7.3%,7%,-10%,i,0.8
N#C/C(=C(/O)c1cc2ccccc2o1)c1nc2ccccc2s1,i,55,-0.2%,5%,4.4,56,-33%,15%,66%*,-45%,i,0.5
Cc1cccc(NC(=S)NN2CCOCC2)c1C,i,60,-0.1%,-14%,1.7,57,0%,-2.0%,19%,-6%,i,0.6
O=C(NCCc1ccc(F)cc1)c1cccs1,i,51,0.1%,-4%,-1.4,44,10%,2.9%,-31%,-9%,i,0.8
O=C(CCc1ccccc1)NC(=S)Nc1cccc(C(=O)O)c1,i,21,0.8%,22%,-1.2,60,-39%,1.2%,-6%,20%,.,.
CC(C)OC(=O)CSc1nnc(-c2ccc([N+](=O)[O-])cc2)o1,i,30,0.0%,8%,-0.3,100,2%,-10%,-14%,-30%[20 µM],i,0.4
Cc1cccc(C)c1-n1cccc1/C=C1/C(=N)N2C(=NC1=O)SN=C2S(C)(=O)=O,i,60,0.1%,11%,1.8,73,8%,5.4%,16%,1%,i,0.1
Cc1c(C(=O)N(Cc2cccc(Br)c2)C2CCS(=O)(=O)C2)oc2ccccc12 (stereo unspecified),i,9,-0.1%,-3%,11,63,6%,2.2%,-5%,-3%,i,0.0
Cc1cc(C(=O)N2CCc3ccccc32)c2cc(F)ccc2n1,i,36,-0.2%,10%,1.2,44,-18%,-2.6%,-15%,-10%,i,1.9
COc1ccc(NC(=S)NCc2ccccn2)cc1OC,i,38,-0.2%,0%,0.6,43,-14%,2.9%,-14%,-15%,i,1.0

# Record cards (already shown). Values in the order: T cell HTS | T cell HTS vesicle-bound % | GPR55 activation | GPR55 antagonists | NTR1 ag | NTR1 ag cell count 20 µM | HEK293 NOD2/NF-kB | KOR beta-arrestin-1 | NOD1 NF-kB reporter | KOR beta-arrestin-2 | Myeloid diff MLP | Myeloid diff MLP GFP+ MAC1+ %
# O=C(O)CSCC(=O)Nc1cc(C(F)(F)F)ccc1Cl across the screens: i | 42 | 1.2% | -6% | 0.4 | 43 | 8% | -5.9% | -2% | -29% | i | 9.2
# CC(C)c1nc(SCC(=O)Nc2ccc(C(=O)O)cc2)c2c3c(sc2n1)CCCC3 across the screens: i | 39 | -0.2% | -2% | 0.8 | 59 | 3% | -2.4% | 4% | -49% | i | 6.9
# COc1ccc(OC)c(S(=O)(=O)ON2C(=O)c3ccccc3C2=O)c1 across the screens: i | 22 | -0.1% | -10% | 2.3 | 74 | 2% | . | -13% | 23%[20 µM] | + | 11*
# COc1ccc(NC(=S)NCc2ccccn2)cc1OC across the screens: i | 38 | -0.2% | 0% | 0.6 | 43 | -14% | 2.9% | -14% | -15% | i | 1.0
# CC(=O)Nc1nnc(SCC(=O)NC2CC2)s1 across the screens: i | 7 | 0.2% | 2% | -1.6 | 45 | -4% | 3.6% | -13% | -32% | i | 0.1

# Following part.
SMILES,T cell HTS,T cell HTS vesicle-bound %,GPR55 activation,GPR55 antagonists,NTR1 ag,NTR1 ag cell count 20 µM,HEK293 NOD2/NF-kB,KOR beta-arrestin-1,NOD1 NF-kB reporter,KOR beta-arrestin-2,Myeloid diff MLP,Myeloid diff MLP GFP+ MAC1+ %
C#CC[N+](CC)(CC)CC#Cc1cccc(Cl)c1,i,25,-0.1%,5%,4.2,39,14%,-2.6%,1%,-9%,+,5.7*
CCOC(=O)c1sc(NC(=O)c2ccc(C)s2)cc1C,i,24,-0.1%,-5%,4.2,71,-124%,3.1%,-2%,-34%,i,0.0
NC(=O)Cn1cnc2c(nnn2-c2ccc(F)cc2)c1=O,i,46,0.0%,9%,-0.2,79,6%,-1.6%,-3%,10%,i,0.4
Fc1ccc(C2CC(c3ccccc3)n3ncnc3N2)cc1 (stereo unspecified),i,38,0.3%,6%,-0.9,57,2%,-5.0%,-30%,30%,i,0.4
CSc1nnc(COc2ccc(C)cc2)n1N,i,39,0.3%,11%,-0.3,85,4%,3.2%,-29%,11%,i,0.4
O=C(CNC(=O)c1ccccc1)NCC(=O)OCc1ccccc1Cl,i,43,-0.1%,1%,1.3,47,10%,-3.0%,-8%,-7%[20 µM],i,0.1
Cc1cc(Cl)ccc1OCC(=O)NCCCN1CCOCC1,i,31,-0.2%,8%,0.3,41,-3%,0.0%,-30%,-1%,i,1.1
O=C(O)c1ccc(OCCN2CCCC2=O)cc1,i,40,-0.2%,-11%,-0.5,48,2%,2.2%,-27%,-15%,i,0.2
Cc1ccc(S(=O)(=O)NC(C)(C)CN2CCNCC2)cc1,i,14,0.4%,-1%,0.3,51,-4%,2.5%,-40%,-24%,i,0.4
O=C(C1=C(O)C(=O)N(CCN2CCOCC2)C1c1ccc(F)cc1)c1cccs1 (stereo unspecified),i,53,-0.2%,2%,2.2,48,-3%,1.4%,-38%,-19%[20 µM],i,0.6
CC1Cc2ccccc2N1S(=O)(=O)c1cnc(Cl)c(Br)c1 (stereo unspecified),i,44,-0.3%,-3%,9.5,55,12%,3.8%,-3%,-12%,i,0.1
Cc1ccc(-n2nc3c(=O)n(CC(=O)NCc4ccccn4)nc(C)c3c2C)cc1,i,29,0.3%,1%,-0.3,72,19%,-5.3%,-3%,-7%,i,0.0
Cc1ccc(NC(=O)OCCN2CCN(Cc3ccccc3)CCC2=O)cc1C,i,19,0.1%,15%,-2.0,88,8%,0.4%,-17%,-22%,i,2.7
COCC(C)n1c(SCC(=O)N(C)C2CCS(=O)(=O)C2)nc2ccccc2c1=O (stereo unspecified),i,35,-0.3%,11%,-2.1,53,0%,-2.3%,-17%,-30%,i,0.1

# Source: PubChem (several laboratories)
